Screening data as filed in PubChem.
thrombin 1536 = blocks human thrombin protease activity. P00734. alpha-thrombin, Boc-VPR-AMC fluorogenic substrate cleavage. inhibition, % at 5 µM. hit rate 0.26% among 220,000. AID 1046;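 active = inhibition at or above 40%; inactive = inhibition below 40%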;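 note: 0% = enzyme with no compound and 100% = wells without enzyme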
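Assay system: human alpha-thrombin enzyme. Reagent: Boc-VPR-AMC substrate, 15 µM final. Compound dosing: one concentration per compound, 5 µM, with 0.2% DMSO. Incubation: room-temperature reaction. Technique: AMC fluorescence, 355/460 nm. Measure: % inhibition relative to enzyme controls and enzyme-free blanks.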
zVAD death inh = blocks zVAD induced death of L929 cells. L929 zVAD necroptosis rescue, ATP luminescence, 24 h; with zVAD 60 µM. viability rescue, % at 10 µM. hit rate 0.38% among 220,000;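 active = activation, scaled between plate controls, above about 75%, limit read from the data; inactive = activation under that limit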;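 note: 0% = zVAD with DMSO and 100% = DMSO alone without zVAD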
TNF necrop inh = blocks TNF-alpha induced death of Jurkat FADD-/- cells | hit rate 0.068% among 220,000 | Jurkat FADD-/- TNF necroptosis rescue, ATP luminescence, 24 h; 0 = TNF only, 100 = no-TNF cells | activation (protection from cell death), % at 10 µM | AID 463075;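 active = activation, meaning protection from cell death, of at least 50% relative to plate controls; inactive = activation below 50%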;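 note: necroptosis triggered by 40 ng/mL TNF-alpha added together with compound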
Cl transport mod = KCC2 (human) Cl- transport modulation; B-score of Tl+ flux slope (higher = more flux/activation; lower = inhibition) at 10 µM; Q9H2X9; KCC2 cells, thallium flux FluoZin-2 fluorescence; hit rate 2.2% among 190,000; AID 1456;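 active = thallium flux slope and its plate-corrected score both differing from the plate sample mean at a set confidence after two filtering rounds, in either direction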;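 note: slope of fluorescence scaled to starting intensity during 10 to 20 s after thallium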
FXIIa inh 1536 = factor XIIa (human) inhibition | hit rate 0.3% among 220,000 | inhibition, % at 5 µM | P00748 | purified FXIIa, Boc-QGR-AMC fluorogenic substrate, 2 h; in the data active = inhibition above about 40%;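 note: 0% = enzyme with no compound and 100% = blank without enzyme; many of its hits are not listed in these tables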
hK5 inh = kallikrein 5 (human) inhibition | Q9Y337 | recombinant hK5, fluorogenic AMC substrate cleavage | inhibition, % at 5 µM | hit rate 0.59% among 210,000 | AID 873;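 active = inhibition of 40% or more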;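 note: 0% = enzyme controls without compound and 100% = no-enzyme blanks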
Target sequence (Q9Y337 67-293 limits assumed): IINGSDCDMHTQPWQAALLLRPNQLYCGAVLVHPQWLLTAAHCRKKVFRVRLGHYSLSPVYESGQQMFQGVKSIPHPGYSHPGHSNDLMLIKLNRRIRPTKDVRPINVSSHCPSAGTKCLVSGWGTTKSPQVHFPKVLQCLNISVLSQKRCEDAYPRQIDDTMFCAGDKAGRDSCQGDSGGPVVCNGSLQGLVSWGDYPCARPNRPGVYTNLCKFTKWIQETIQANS
FXIa inh 1536 = blocks human coagulation factor XIa protease activity | P03951 | purified FXIa, Boc-Glu-Ala-Arg-AMC fluorogenic substrate | AID 798 | inhibition, % at 5 µM | hit rate 0.14% among 220,000;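 active = inhibition of at least 40%; inactive = inhibition below 40%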;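 note: fluorescence of freed AMC excited at 355 nm; 0% = enzyme without compound and 100% = no enzyme blank; many of its hits are not listed in these tables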
Rad51 HR inh = blocks human Rad51 in homologous recombination; Q06609; AID 1385; hRad51 DNA strand exchange, fluorescence dequenching; hit rate 0.085% among 200,000; inhibition, % at 10 µM;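 active = inhibition above 40% at the single screening dose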;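 note: 0% = DMSO control wells and 100% = blanks with heterologous ssDNA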
Target sequence (Q06609 whole entry, looked up): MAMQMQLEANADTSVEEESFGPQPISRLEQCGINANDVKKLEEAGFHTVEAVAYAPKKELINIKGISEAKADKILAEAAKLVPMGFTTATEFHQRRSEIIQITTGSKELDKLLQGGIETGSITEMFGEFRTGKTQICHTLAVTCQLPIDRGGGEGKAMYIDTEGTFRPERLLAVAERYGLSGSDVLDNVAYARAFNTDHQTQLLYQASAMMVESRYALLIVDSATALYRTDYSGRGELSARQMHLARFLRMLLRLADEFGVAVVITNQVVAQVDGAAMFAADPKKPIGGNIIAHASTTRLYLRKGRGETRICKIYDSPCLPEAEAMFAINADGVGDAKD
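Read-out basis: percent inhibition relative to plate controls and blanks / Assay system: human Rad51 nucleoprotein filaments preassembled on unlabelled ssDNA / Timing: filaments 15 min 37 °C, then compound 30 min / Control set: per-plate controls and blanks / Technique: fluorescence dequenching at 485/520 nm / Compound: 10 µM final, single point / Also added: Fluorescein- and BHQ1-tagged 47-mer duplex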
Hck Nef HTS = blocks Nef-activated human Hck kinase; AID 463187; Recombinant Hck-YEEI plus Nef, Z-Lyte FRET kinase assay; P08631; inhibition, % at 20 µM; hit rate 0.68% among 220,000;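 active = Hck-Nef kinase inhibition above about 50%, limit read from the data; inactive = inhibition below that limit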;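 note: 0% = DMSO with Hck plus Nef and 100% = Hck alone without Nef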
Target sequence (P08631 whole entry, looked up): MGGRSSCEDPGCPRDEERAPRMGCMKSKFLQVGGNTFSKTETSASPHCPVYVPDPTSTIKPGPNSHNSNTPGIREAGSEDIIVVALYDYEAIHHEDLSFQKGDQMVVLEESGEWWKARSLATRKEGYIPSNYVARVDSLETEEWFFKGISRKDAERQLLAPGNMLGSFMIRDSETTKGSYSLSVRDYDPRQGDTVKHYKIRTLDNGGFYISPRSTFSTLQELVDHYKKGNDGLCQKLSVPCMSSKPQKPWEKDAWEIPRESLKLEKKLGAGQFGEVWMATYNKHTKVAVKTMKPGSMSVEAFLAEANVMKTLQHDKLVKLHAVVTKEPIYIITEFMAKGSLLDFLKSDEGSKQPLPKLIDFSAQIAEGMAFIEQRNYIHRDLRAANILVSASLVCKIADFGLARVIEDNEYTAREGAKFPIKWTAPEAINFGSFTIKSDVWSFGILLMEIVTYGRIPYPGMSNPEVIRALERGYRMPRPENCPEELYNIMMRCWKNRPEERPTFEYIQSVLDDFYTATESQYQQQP
* = called active by the depositor; . = not tested or not shown. Not all compounds are listed; the hit share may differ from the screen's.

cpd	canonical_smiles	thrombin 1536	zVAD death inh	TNF necrop inh	Cl transport mod	FXIIa inh 1536	hK5 inh	FXIa inh 1536	Rad51 HR inh	Hck Nef HTS
1	Cc1occc1-c1nnc(SCC(=O)Nc2ccccc2)n1CCc1ccccc1	6	-0.4	1.6	-1.1	5	-29	2	7	1
2	COc1ccc(NC(=O)C2CCN(C(=O)NC3CCCCC3)CC2)c(OC)c1	-5	-0.1	-3.7	0.19	9	-8	-3	-8	3
3	Cc1cc(/C=N/NS(=O)(=O)c2ccc(F)c(Cl)c2)no1	-4	0.4	-0.5	0.4	7	1	6	-10	10
4	O=C(NCc1nc(-c2ccccc2)no1)c1cccs1	1	0.7	0.5	0.044	-5	-22	-3	3	2
5	Cc1cccc(OCCCC(=O)NCCc2ccccc2)c1	-8	1.3	2.4	-0.52	0	-7	-1	1	0
6	Oc1ccc(/C=N/NC(=S)N2CCOCC2)cc1	-2	1.0	-0.5	0.27	7	-3	0	-7	1
7	CC(C)CC(=O)NC(Nc1ccc([N+](=O)[O-])cc1)C(Cl)(Cl)Cl (stereo not drawn)	6	0.9	-0.7	0.52	28	-7	21	-29	-11
8	COc1ccc(NS(=O)(=O)c2ccc(NC(=S)NC(=O)/C=C/c3ccc(C)cc3)cc2)nn1	-9	1.9	3.4	0.3	3	-13	1	3	4
9	O=C(CSc1nc2[nH]ncc2c(=O)[nH]1)c1ccc(Cl)cc1	-1	14	1.3	-0.44	11	3	-6	3	16
10	O=[N+]([O-])c1ccccc1/C=N/Nc1nnc(-c2ccccc2)c(-c2ccccc2)n1	4	0.5	2.5	0.77	15	3	11	.	3
11	Cc1ccc(/C=N/N=C2/NC(=O)C(CC(=O)Nc3ccccc3)S2)o1 (stereo not drawn)	2	0.4	-0.3	1.2	2	-25	-1	5	9
12	CCNc1nc(NC(C)C)nc(ON=C(C)C)n1	-6	-0.4	0.0	-0.66	9	-4	-1	9	0
13	CCOc1ccc(-c2nnc(-c3cccs3)o2)cc1	2	-0.3	-1.2	-0.038	27	-11	20	-8	0
14	CCOC(=O)c1ccc2c(c1)[n+](CC)c(C)n2-c1ccccc1	-13	0.2	1.0	0.076	5	1	0	-3	21
15	CC(C)Cn1ccc(=O)n(CC(C)C)c1=O	-4	0.5	2.5	0.08	14	3	10	7	4
16	Nc1ccc(C(=O)N/N=C\c2cc(N=Nc3cccc4ccccc34)ccc2O)cc1	1	69	-20	.	9	-214	5	0	3
17	OC(C#CCN1CCCC1)(c1ccccc1)c1cccc(F)c1 (stereo not drawn)	-1	0.0	1.5	-0.66	8	-8	2	.	-3
18	COc1ccc(C(=O)NCc2nnc(SCC(=O)Nc3cc(C)on3)o2)cc1OC	5	0.7	-0.8	-0.084	9	-4	0	22	2
19	Cc1ccc(OCCNC(=O)c2ccccc2N)cc1	-4	0.1	0.3	0.42	9	-7	5	1	22
20	Nc1nc(NS(=O)(=O)c2ccc(Cl)cc2)nn1-c1ccccc1	2	1.0	2.2	0.54	6	0	4	2	10
21	Cc1c(NC(=O)C2CCN(S(=O)(=O)c3ccccc3)CC2)c(=O)n(-c2ccccc2)n1C	-6	-0.2	0.8	-0.006	3	-8	-4	-3	-2
22	O=S(=O)(NC1CCCC1)c1ccc(S(=O)(=O)N2CCc3ccccc32)cc1	-2	-0.6	-2.5	0.78	24	-21	21	-2	-8
23	O=S(=O)(c1ccc(Cl)cc1)N1CCC(n2cnc3cc(C(F)(F)F)ccc32)CC1	.	-1.5	-3.2	0.4	.	.	.	5	-11
24	CN(CC(=O)Nc1ccccc1N1CCOCC1)S(=O)(=O)c1ccc(Cl)cc1	-3	0.0	-3.1	.	4	14	-3	-4	-2
25	O=C(NCC1CCCO1)C1CCCN1C(=O)Nc1ccc(Cl)c(Cl)c1 (stereo not drawn)	-3	1.1	1.5	-1.1	3	0	-5	-8	17
26	CCOC(=O)CSc1nnc(-c2cccs2)n1-c1ccccc1	0	0.0	-1.3	-0.06	9	-19	8	6	6
27	Cc1cc(C(=O)Cn2nnc3ccccc3c2=O)c(C)n1Cc1cccs1	2	-0.3	-9.3	-1.6	8	-6	4	1	2
28	C[C@H](N)c1nnc(SCC(N)=O)o1	1	0.6	0.7	0.59	8	0	1	-6	18
29	CC(C)C(=O)Nc1cccc(NC(=O)c2cccc(Br)c2)c1	-4	21	4.6	-0.54	6	2	-6	-1	23
30	Cc1cccc(C)c1NC(=S)N/N=C1\CC2CC=CC12 (stereo not drawn)	-3	0.7	-0.4	0.46	4	-6	-4	1	-1

Single values from the list.
Hck Nef HTS result of `O=S(=O)(NC1CCCC1)c1ccc(S(=O)(=O)N2CCc3ccccc32)cc1` reads -8
Rad51 HR inh result of `O=S(=O)(c1ccc(Cl)cc1)N1CCC(n2cnc3cc(C(F)(F)F)ccc32)CC1` reads 5

The results go on:
cpd	canonical_smiles	thrombin 1536	zVAD death inh	TNF necrop inh	Cl transport mod	FXIIa inh 1536	hK5 inh	FXIa inh 1536	Rad51 HR inh	Hck Nef HTS
31	COC(=O)/C(C#N)=C/c1c(Oc2cc(C)cc(C)c2)nc2ccccn2c1=O	-5	-0.4	-1.2	-0.28	5	1	2	.	3
32	Cn1nccc1-c1cc(Cl)cc(Cl)c1O	73*	0.6	1.2	-0.043	0	-7	-8	-1	2
33	O=C(CN1CCOCC1)NCc1ccccc1	-16	0.0	-0.9	0.96	12	-6	3	.	1
34	CCCN(CCC)c1c([N+](=O)[O-])c(=O)oc2ccccc12	1	-0.1	0.9	-0.49	12	0	5	-4	0
35	O=c1[nH]c(SCc2ccccc2Cl)nc2c1cnn2-c1ccccc1	0	21	1.0	0.14	13	-4	2	5	1
36	COCCNc1cc(C)c(C#N)c2nc3ccccc3n12	-7	-0.1	-1.6	-0.88	-17	-119	-7	-3	70*
37	Cc1ccc(-c2nnc(SCC(=O)Nc3nccs3)n2N)cc1	-1	0.1	-0.7	-0.34	6	-9	-2	2	-1
38	O=C1CCCN1CCC1CCN(C(=S)Nc2ccc(F)cc2)CC1	-3	0.8	-0.5	0.31	8	-10	-3	-1	-2
39	O=C(NC1CCCC1)C(c1ccc(Cl)cc1)N1CCOCC1 (stereo not drawn)	0	0.8	0.2	-1	14	-11	22	-2	-6
40	CN(Cc1cccnc1)C(=O)c1cc(COc2ccc3ncccc3c2)on1	-9	0.2	-5.3	.	3	.	-2	.	-16

13 entries out of the list, ordered by molar mass, largest number first.
cpd	canonical_smiles	thrombin 1536	zVAD death inh	TNF necrop inh	Cl transport mod	FXIIa inh 1536	hK5 inh	FXIa inh 1536	Rad51 HR inh	Hck Nef HTS
25	O=C(NCC1CCCO1)C1CCCN1C(=O)Nc1ccc(Cl)c(Cl)c1 (stereo not drawn)	-3	1.1	1.5	-1.1	3	0	-5	-8	17
27	Cc1cc(C(=O)Cn2nnc3ccccc3c2=O)c(C)n1Cc1cccs1	2	-0.3	-9.3	-1.6	8	-6	4	1	2
40	CN(Cc1cccnc1)C(=O)c1cc(COc2ccc3ncccc3c2)on1	-9	0.2	-5.3	.	3	.	-2	.	-16
35	O=c1[nH]c(SCc2ccccc2Cl)nc2c1cnn2-c1ccccc1	0	21	1.0	0.14	13	-4	2	5	1
29	CC(C)C(=O)Nc1cccc(NC(=O)c2cccc(Br)c2)c1	-4	21	4.6	-0.54	6	2	-6	-1	23
38	O=C1CCCN1CCC1CCN(C(=S)Nc2ccc(F)cc2)CC1	-3	0.8	-0.5	0.31	8	-10	-3	-1	-2
37	Cc1ccc(-c2nnc(SCC(=O)Nc3nccs3)n2N)cc1	-1	0.1	-0.7	-0.34	6	-9	-2	2	-1
26	CCOC(=O)CSc1nnc(-c2cccs2)n1-c1ccccc1	0	0.0	-1.3	-0.06	9	-19	8	6	6
39	O=C(NC1CCCC1)C(c1ccc(Cl)cc1)N1CCOCC1 (stereo not drawn)	0	0.8	0.2	-1	14	-11	22	-2	-6
30	Cc1cccc(C)c1NC(=S)N/N=C1\CC2CC=CC12 (stereo not drawn)	-3	0.7	-0.4	0.46	4	-6	-4	1	-1
36	COCCNc1cc(C)c(C#N)c2nc3ccccc3n12	-7	-0.1	-1.6	-0.88	-17	-119	-7	-3	70*
32	Cn1nccc1-c1cc(Cl)cc(Cl)c1O	73*	0.6	1.2	-0.043	0	-7	-8	-1	2
28	C[C@H](N)c1nnc(SCC(N)=O)o1	1	0.6	0.7	0.59	8	0	1	-6	18

Next compounds follow.
cpd	canonical_smiles	thrombin 1536	zVAD death inh	TNF necrop inh	Cl transport mod	FXIIa inh 1536	hK5 inh	FXIa inh 1536	Rad51 HR inh	Hck Nef HTS
41	N#Cc1c(-c2cccs2)nc(SCc2ccc(Cl)cc2)[nH]c1=O	-11	9.9	0.7	-3.5*	1	-7	-5	4	69*
42	CN(C(=O)COC(=O)c1ccc2c(c1)OCCO2)c1ccccc1	0	-0.6	-0.5	-2.6	9	-2	-2	-4	5
43	COc1cccc(/C=N/n2c(-c3n[nH]c4c3CCC4)n[nH]c2=S)c1O	-13	-0.8	-3.0	0.18	-2	-25	-7	-3	-6
44	COCCNc1c2c(nc3c(-c4ccccc4)c(C)nn13)CCC2	-6	2.6	2.1	0.023	-2	-1	-10	-5	6
45	Cc1ccc(NC(=O)CSC2=NCCN2)cc1	-4	0.1	1.1	1.4	10	-2	4	0	-1
46	O=C(CN1C(=O)C2CC=CCC2C1=O)Nc1nc2ccc(F)cc2s1 (stereo not drawn)	2	4.5	1.1	-1.1	8	1	-1	1	-13
47	COc1ccc(OCC(=O)Nc2cccc(C(=O)Nc3ccccc3C(=O)O)c2)cc1	2	1.8	0.9	-2.2	16	-6	13	.	1
48	COc1ccc(N)cc1-n1c(C)ccc1C	-10	-0.6	-1.7	-0.031	2	0	-1	7	19
49	CN(C(=S)NC1=CCS(=O)(=O)C1)C1CCCCC1	-2	0.7	0.8	0.17	3	-6	-5	7	1
50	Clc1ccc(C[n+]2cc(-c3ccccc3)n3c2CCCCC3)c(Cl)c1	-2	0.4	-0.4	-0.93	11	5	1	-6	-32
51	CCCC(=O)Nc1cc(-c2nn(C)c(=O)c3ccccc23)ccc1OC	-1	-0.2	0.1	.	17	-25	7	1	3
52	O=c1cc(N2CCN(c3cccc(Cl)c3)CC2)[nH]c(=O)n1C1CCCCC1	-2	81*	32	.	-8	2	-10	-5	0
53	CCc1nc2ccccc2n1CC(=O)N1CCN(S(=O)(=O)c2cccc(C(F)(F)F)c2)CC1	0	0.3	-11	-0.99	17	1	7	-8	1
54	CC(=O)c1ccc(NS(=O)(=O)c2ccc(N)cc2)cc1	.	1.6	2.9	0.33	4	-1	0	-2	16
55	O=C1c2cnc3nc(SCc4ccccc4)nn3c2CC2c3ccccc3CCN12 (stereo not drawn)	-9	0.8	-8.3	-0.27	6	-89	-1	-8	17
56	CCOC(=O)C1CCN(C(=O)COC(=O)c2ccc3c(c2)C(=O)N(c2ccc(OCC)cc2)C3=O)CC1	-4	-0.5	0.5	-0.4	-1	-7	-4	-3	21
57	O=C1CCCC(O)=C1C1C2=C(CCCC2=O)OC2=C1C(=O)CCC2	-16	0.6	-0.1	.	4	-4	-6	5	21
